Integrin act MD – activators of alpha7 integrin expression for muscular dystrophy; alpha7betagal myoblasts, beta-gal FDG fluorescence, 48 h; Potency, µM (doses to about 38.3 µM), for inactives: at the highest dose activation, actives largely listed as activators; 350,000 tested, 0.064% active; AID 624291;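 further: potency means the concentration at half of the fitted maximal effect; 100% = response of the positive control SU9516; nearly all actives have a fitted effect of over 60% in size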
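Alpha7betagal+/- myoblasts (passage 13) were plated 16-24 hr, then exposed to compounds (1:260 dilution of DMSO stock) for 48 hours at 37C. After MPER lysis, β-galactosidase reporter activity was read as FDG fluorescence (ex 480/em 540) after 30 minutes.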
BRCA1 expr act – increases BRCA1 expression | MCF7-BRCA1-FFLuc reporter, luminescence, 48 h; response scale: scaled: vehicle 0%, 10 µM genistein 100% | Potency, µM (highest dose often 46.1 µM), inactives show at the highest dose activation, usual class: activators | 380,000 tested, 1.1% active; further: potency means the concentration at half of the fitted maximal effect; nearly all actives have a fitted effect of over 80% in size; some results filed as inactive show a strong effect at the top dose
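Using MCF7 cells harboring a BRCA1 firefly luciferase reporter, plated 2 h before compound pinning, the screen measured luminescence after 48 h incubation. Responses were normalized to DMSO and 10 microM genistein, then fitted for concentration-effect.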
p53 reactivation – mutant p53 re-activation in reporter cells; H1299 p53-A138V BP100-luciferase reporter, luminescence, 24 h; Potency, µM (titrated, usually from 92.2 µM), for the others: top-dose activity change, positive = activation, most hits filed as activators; 320,000 tested, 0.063% active; further: potency means the concentration at half of the fitted maximal effect; % of control where 0% means no effect; nearly all actives have a fitted effect of over 45% in size
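p53-null H1299 cells stably carrying temperature-sensitive p53-A138V and a BP100-luciferase reporter were pinned with compounds (4-point, 1:5 series) and held 24 hrs at 37 deg C. Luminescence was read 10 min after detection reagent.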
ASM inhibitor – human S-ASM enzyme inhibition; placental ASM, HMU-PC fluorogenic substrate, 60 min; Potency, µM (series often up to 57.5 µM), inactives show at the top dose activity change, negative = inhibition, usual class: inhibitors; 340,000 tested, 0.006% active; AID 504937; further: potency means the concentration at half of the fitted maximal effect
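Steps: dispense placental human ASM, pin compound, wait 10 min at room temperature, add HMU-PC0 substrate at 9 uM final, incubate 60 min at 37 °C, add stop solution raising pH to 10, read fluorescence.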
Eya2 phos inh – blocks the phosphatase activity of human Eya2; O00167; 330,000 tested, 0.006% active; recombinant Eya2, OMFP fluorescence dephosphorylation (OMFP is methylfluorescein phosphate); Potency, µM (top dose mostly 76.9 µM), for the others: at the top dose activity, negative = inhibition, actives largely listed as inhibitors; further: potency means the concentration at half of the fitted maximal effect; on the % scale 0 is the no-effect control and ±100 the full control effect
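Eya2 (0.2 uM) preincubated 10 min at ambient with compound, then OMFP substrate added at 50 uM; 10 min reaction in 50 mM HEPES pH 7.5, 50 mM NaCl, 5 uM MgCl2, 0.05% BSA, 1 mM DTT. Fluorescence read at Ex 485/Em 525 nm.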
B2AR arrestin – beta2AR (human) beta-arrestin recruitment activity; P07550; 330,000 tested, 0.02% active; Potency, µM (top dose mostly 46.1 µM), inactives show at the highest dose activation, actives largely listed as activators; beta-arrestin recruitment to beta2AR, cell-based reporter;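 further: potency means the concentration at half of the fitted maximal effect; 0% = DMSO controls and full agonism = EC100 isoproterenol or metaproterenol; nearly all actives have a fitted effect of over 65% in size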
TRPV1 agonist – human TRPV1 agonism; Q8NER1; TRPV1-expressing cells, Fluo-8 calcium influx, agonist mode; activation, % at 8.33 µM; 320,000 tested, 0.19% active; AID 540275; in the data active means activation above about 80%; inconclusive means between about 30% and that limit; further: 0% is about no effect
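Cells expressing TRPV1 were dye-loaded with Fluo-8 and read kinetically: 10 s baseline, 3 min after compound (agonist portion), then 2 min after EC20 capsaicin (allosteric enhancer portion). Calcium-bound dye fluorescence at 480/520 nm.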
USP2a block – inhibitors of human ubiquitin-specific protease USP2a. USP2 core, Ub-CHOP2 coupled fluorogenic reporter, 485/531. 330,000 tested, 0.01% active. AID 463254. O75604. Potency, µM (series often up to 38.3 µM), without a hit: at the top dose activity change, negative = inhibition, hits mostly inhibitors;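 further: potency means the concentration at half of the fitted maximal effect; plate controls were DMSO wells for no effect and full inhibition by NEM control for full effect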
Target sequence (O75604 whole entry, looked up): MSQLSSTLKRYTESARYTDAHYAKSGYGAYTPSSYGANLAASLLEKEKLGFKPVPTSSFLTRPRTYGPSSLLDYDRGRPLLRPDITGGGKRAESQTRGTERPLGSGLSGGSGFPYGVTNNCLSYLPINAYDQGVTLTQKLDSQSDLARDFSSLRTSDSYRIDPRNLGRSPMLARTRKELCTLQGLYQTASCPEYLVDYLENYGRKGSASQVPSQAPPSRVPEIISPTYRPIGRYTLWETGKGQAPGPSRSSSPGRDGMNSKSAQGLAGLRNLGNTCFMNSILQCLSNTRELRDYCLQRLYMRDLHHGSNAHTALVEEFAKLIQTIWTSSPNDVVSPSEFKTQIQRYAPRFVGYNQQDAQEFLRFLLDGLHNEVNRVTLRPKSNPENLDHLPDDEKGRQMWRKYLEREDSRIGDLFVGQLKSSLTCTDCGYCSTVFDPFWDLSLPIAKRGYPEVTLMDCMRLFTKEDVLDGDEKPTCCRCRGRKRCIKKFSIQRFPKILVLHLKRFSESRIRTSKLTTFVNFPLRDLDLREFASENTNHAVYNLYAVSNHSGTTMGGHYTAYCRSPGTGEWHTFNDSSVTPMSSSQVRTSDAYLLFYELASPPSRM
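USP2 core (10nM final) preincubated 30min RT with compound in 20mM Tris-HCl pH 8.0, 2mM CaCl2, 2mM beta-mercaptoethanol, 0.05% CHAPS; 25nM Ub-CHOP2 plus 25nM reporter substrate added, fluorescence (Ex485/Em531) read after 60min.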
PTAP TSG101 blk – blocks PTAP/TSG101 interaction to inhibit HIV-1 budding; Potency, µM (series often up to 115 µM), for inactives: at the highest dose activity change, negative = inhibition, most hits filed as inhibitors; AID 493005; 340,000 tested, under 10 active; Fluorescence polarization, FITC-PTAP peptide / Tsg101 binding; active means well fitted inhibition curve with a large enough effect in the main read-out, with a control signal flat, not every such curve was filed as active; inconclusive means small, poorly fitted or top-dose-only effect, or effect the other way, or a change in a side signal; inactive means no such curve, though single readings can be large or run the other way; further: potency means the concentration at half of the fitted maximal effect; % of control where 0% means no effect
Target sequence (Q99816 whole entry, looked up): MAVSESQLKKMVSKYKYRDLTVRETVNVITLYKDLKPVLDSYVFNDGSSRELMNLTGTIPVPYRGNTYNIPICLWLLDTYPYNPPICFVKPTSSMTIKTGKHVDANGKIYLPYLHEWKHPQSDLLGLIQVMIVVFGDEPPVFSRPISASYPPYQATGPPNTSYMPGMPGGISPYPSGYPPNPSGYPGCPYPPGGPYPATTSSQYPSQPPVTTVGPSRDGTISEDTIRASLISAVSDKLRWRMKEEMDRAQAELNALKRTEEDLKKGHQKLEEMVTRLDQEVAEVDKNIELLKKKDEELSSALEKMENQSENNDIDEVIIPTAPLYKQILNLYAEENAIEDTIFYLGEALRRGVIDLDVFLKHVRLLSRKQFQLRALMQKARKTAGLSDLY
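Tsg101 binding domain (10 uM final) was mixed with compound and a FITC-labeled PTAP peptide (50 nM final) in HEPES pH 7.5 buffer with NaCl, Tween 20, EDTA and TCEP; fluorescence polarization was read after 20 min at r.t.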
uPA generation – blocks generation of uPA at the cell surface; cell surface uPA generation assay, qHTS; Potency, µM (doses to about 38.3 µM), inactives show top-dose activity change, negative = inhibition, usual class: inhibitors; 330,000 tested, 0.31% active; active means well fitted inhibition curve with a large enough effect; inconclusive means small, poorly fitted or top-dose-only effect; inactive means no such curve, though single readings can be large or run the other way; tested in mouse RAW 264.7 cells; further: potency means the concentration at half of the fitted maximal effect; on the % scale 0 is the no-effect control and ±100 the full control effect; nearly all actives have a fitted effect of over 55% in size
ELG1 genotoxic – induces genotoxicity in HEK293T cells with luciferase-tagged ELG1; 330,000 tested, 1.3% active; HEK293T ELG1-luciferase reporter, luminescence, 16 h; Potency, µM (series often up to 46 µM), without a hit: at the highest dose activity change, positive = activation, hits mostly activators; further: potency means the concentration at half of the fitted maximal effect; % of control where 0% means no effect; nearly all actives have a fitted effect of over 60% in size
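HEK293T cells expressing luciferase-tagged ELG1 were treated with compound or DMSO for 16 hr at 37°C. Luciferase activity was then read after 30 min with ONE-Glo at room temperature; rising signal flags genetic stress.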
* = called active by the depositor; u = inconclusive; x = no result given; [ ] = remark or other dose. Unless noted, the call rests on the fitted dose curve; in most records, active means well fitted curve in the direction sought with a large enough effect; inconclusive means small, poorly fitted or top-dose-only effect, or another doubt; inactive means no such curve, though single readings can be large; an effect the other way counts as inactive or inconclusive. Not a hit list; overall some 2.6% were active at least once.

SMILES	Integrin act MD	BRCA1 expr act	p53 reactivation	ASM inhibitor	Eya2 phos inh	B2AR arrestin	TRPV1 agonist	USP2a block	PTAP TSG101 blk	uPA generation	ELG1 genotoxic
COc1cccc(C(=O)N2CCN(Cc3ccccc3C(F)(F)F)CC2)c1	-28%	-7%	-9%	0%	-6%	0.4%	u	-1%	-10%	7%	0%
COC(=O)c1ccc(COC(=O)CNC(=O)c2ccc(OC)cc2)cc1	0%	5µM*	u	-1%	5%	-0.6%	x	2%	1%	12%	u
COc1cc2sc(C)nc2c2sccc12	-17%	24%	-9%	-2%	-16%	0.1%	-4	4%	-8%	-4%	-3%
Cc1nn(-c2ccccc2)c2sc(C(=O)OCn3nnc4ccccc4c3=O)cc12	4%	-4%	0%	-5%	-5%	-0.5%	-3	3%	-3%	8%	-1%
O=S(=O)(c1ccc(F)cc1)n1cnc2ccccc21	5%	22%	x	-1%	7%	-1.3%	9	3%	-8%	5%	-2%
COc1cc(C)nc(Nc2nc(C)c(C(C)=O)s2)n1	-53%[inhibitor]	-34%	-2%	16%	15%	-0.8%	-2	1%	2%	-4%	5%
COc1ccc(S(=O)(=O)N2CCN(c3ncccn3)CC2)cc1OC	-15%	1%	0%	4%	5%	-0.2%	1	1%	1%	-7%	1%
O=C(Cc1ccc(Cl)cc1)Nc1ccc(NC(=O)c2cccs2)cc1	u	12%	1%	6%	-18%	0.0%	2	-1%	1%	1%	u
O=C(c1ccco1)N(Cc1cc2ccccc2[nH]c1=O)CC1CCCO1 (centres undefined)	-12%	8%	-2%	1%	-19%	0.1%	0	5%	-5%	-4%	4%
O=C(NNC1CC(=O)N(c2ccc(Br)cc2)C1=O)c1cccnc1 (centres undefined)	-12%	-27%	3%	2%	26%	0.0%	1	13%	-2%	5%	0%
CCN(C(=O)CSc1nncs1)c1c(N)n(Cc2ccccc2)c(=O)[nH]c1=O	0%	4%	-2%	5%	10%[15.4 µM]	4.7%	2	5%	1%	3%	3%
Fc1cccc(Cl)c1CNn1cn[nH]c1=S	u	17%	-2%	3%	-8%	-0.4%	-3	2%	0%	-8%	0%
CCCNCC1C(Oc2ccc(Cl)cc2)C(=O)N1c1ccccc1C (centres undefined)	-19%	-13%	-7%	3%	-20%	0.2%	1	1%	-3%	3%	-3%
Cc1[nH]c2ccc(C(=O)N3CCN(c4cccc(Cl)c4)CC3)cc2c1C	13%	-54%	0%	-19%	-1%	-0.2%	-2	-2%	0%	u	3%
COc1ccc(/C=C(/NC(=O)c2cccs2)C(=O)NCc2ccco2)cc1OC	-4%	13%	-4%	-2%	1%	-0.2%	-1	-3%	-3%	-1%	1%
CCc1ccc(CNC(=O)c2ccc(OC)c(OC3CCN(C(C)C)CC3)c2)nc1	-5%	-4%	12%	x	1%	-0.3%	-2	2%	0%	1%	2%
COCCCNC(=O)CCCC(=O)NCCCOC	16%	5%	6%	6%	10%	0.4%	-1	1%	-7%	1%	-1%
O=C(CCNC(=O)c1ccccc1)Nc1ccc(F)c(Cl)c1	-6%	21%	-18%	3%	-2%	0.1%	10	3%	-2%	1%	4%
COC(=O)c1cn(S(=O)(=O)c2ccccc2)c2ccccc12	43%	-45%	-3%	10%	-7%	-0.5%	0	4%	-2%	-3%	-1%
O=C(O)CN1C(=O)/C(=C\c2cccc(OC(=O)c3ccco3)c2)SC1=S	13%	-5%	7%	1%	-18%	-0.3%	-2	-8%	-1%	3%	0%
O=C(NNC(=O)c1ccccc1Cl)c1ccco1	5%	53%	11%	4%	26%	-0.5%	4	5%	-6%	-3%	8%
CCOc1ccc(-n2c(=O)c3c(C)c(C(=O)N(C)C)sc3n(CC(=O)Nc3ccccc3F)c2=O)cc1	-26%	-14%	3%	1%	3%	-0.7%	0	10%	0%	0%	0%
O=C(CSCc1ccccc1Br)N/N=C/c1ccc2c(c1)OCO2	-28%	-15%	36%	-7%	-7%	-0.3%	u	-4%	1%	-24%	-3%
Cc1cccc(OCC(=O)NCCCNC(=O)c2cnccn2)c1	18%	-1%	-4%	-1%	u	-0.3%	0	0%	-7%	-8%	9%
COc1ccc(CN(C)C(=O)c2cc(-c3ccc(C)cc3C)nc3ccccc23)c(OC)c1OC	-8%	-42%	-8%	1%	-8%	-0.6%	u	-6%	-2%	-3%	-19%

Following part.
SMILES	Integrin act MD	BRCA1 expr act	p53 reactivation	ASM inhibitor	Eya2 phos inh	B2AR arrestin	TRPV1 agonist	USP2a block	PTAP TSG101 blk	uPA generation	ELG1 genotoxic
CCn1c(=O)n(CC)c2cc(N3CCCC3)c(NC(=O)c3ccc(OC)c(Br)c3)cc21	2%	-44%	-2%	8%	-4%	-0.1%	14	1%	-2%	-5%	-3%
CCCC(N)CCCCCC(=O)O (centres undefined)	-3%	-1%	2%	4%	2%	-0.3%	-2	1%	-4%	3%	2%
CN1CCN(NC(=O)c2ccc(COc3ccccc3Br)o2)CC1	-42%	19%	-2%	4%	11%	0.3%	-2	1%	-2%	-1%	8%
CC(OC(=O)c1cc(-c2cccnc2)nc2ccccc12)C(=O)Nc1ccc2ccccc2c1 (centres undefined)	1.1µM*	-21%	1%	2%	2%	-0.1%	-2	0%	-1%	10%	-7%
O=C(O)CCCn1nc(-c2ccccc2)c2ccccc21	18%	-5%	1%	6%	3%	-0.3%	-2	-1%	-3%	-8%	-15%
COc1cccc(C(=O)N2CCN(Cc3nc(CC4CC4)no3)CC2)c1	0%	19%	2%	4%	-30%	-0.5%	0	1%	-3%	-12%	-2%
CC(C)c1nnc(SCC(=O)NC2CCCC2)n1C	-5%	-4%	-1%	1%	-18%	-0.2%	-8	0%	-3%	-1%	0%
c1ccc2c(c1)[nH]c1c(N3CCC4(CC3)OCCO4)ncnc12	-55%[inhibitor]	-58%	-7%	5%	7%	-0.1%	u	-1%	-1%	-13%	-12%
Cc1ncn(C23CC4CC(CC(O)(C4)C2)C3)n1	26%	5%	7%	-1%	6%	0.0%	5	0%	-1%	-4%	-1%
O=C(CSc1ccsc1[N+](=O)[O-])N1CCN(c2ccccn2)CC1	7%	-26%	-6%	-1%	5%	0.2%	0	2%	-6%	-6%	-2%
O=C(CCNC(=O)Cn1ccc2ccccc2c1=O)NCCN1CCN(c2ccccc2F)CC1	-19%	-6%	x	3%	x	x	x	x	-1%	4%	x
COc1ccccc1-n1c(C)cc(SC)c(C(C)=O)c1=S	-7%	-30%	-7%	-2%	14%	7.1%	-2	4%	0%	-7%	0%
COC(=O)[C@]1(C)N[C@H](CN(C)C(=O)c2ccccc2)[C@@H]2C(=O)N(C)C(=O)[C@@H]21	21%	10%	1%	-5%	6%	-0.3%	x	-1%	0%	1%	-1%
COc1ccc(C2C=C(c3ccc(Br)s3)Nc3ncnn32)cc1OC (centres undefined)	x	x	6%	x	u	0.0%	15	u	x	x	5%
O=C(NC1CCCC1)c1ccc(CN2CCOCC2)cc1	14%	27%	1%	1%	5%	0.2%	-1	3%	0%	1%	12%
COc1cc(Cl)ccc1OCc1cc(C(=O)N2CCCCC2c2cccnc2)no1 (centres undefined)	-22%	-3%	13%	0%	6%	-0.5%	-1	-1%	-1%	-4%	-2%
COc1ccc(CN2CCC(CO)(Cc3ccccc3)CC2)cc1Cn1cccn1	-26%	-8%	-1%	-1%	-1%	0.5%	5	1%	-5%	-17%	0%
O=C1c2cccc3cccc(c23)C(=O)N1c1cccc(O)c1	14%	1%	-2%	-10%	7%	0.3%	-5	-1%	29%	6%	4%
COc1ccccc1CNC(=O)N1CCN(S(=O)(=O)c2ccc(C)cc2)CC1	-8%	-7%	4%	1%	-2%	-0.2%	13	0%	-3%	10%	-4%
CC(C)(C)NC(=O)COC(=O)c1ccccc1NC(=O)c1ccco1	2%	4%	5%	10%	-15%	0.3%	13	4%	1%	0%	-6%
Cc1ccc(NC(=O)CCn2cc(C(F)(F)F)ccc2=O)cc1	-37%	-2%	-1%	11%	14%	-0.8%	x	1%	1%	-2%	0%
CC1CN(C(=O)N[C@@H](Cc2ccccc2)C(=O)O)CC(C)O1 (some centres undefined)	17%	51%	-1%	2%	-6%	-0.1%	2	2%	-6%	0%	1%
C=CCN1C(=NC(=O)CCC)SC2CS(=O)(=O)CC21 (centres undefined)	13%	20%	-8%	0%	-3%	-0.4%	-3	0%	-8%	1%	0%

Compound activity (PubChem BioAssay)
